PHOSPHO1 inh: blocks human PHOSPHO1 phosphatase activity. recombinant PHOSPHO1, absorbance phosphatase assay. inhibition, % at 13.3 µM. actives 1.1% (n = 290,000). AID 1565; in the data active = inhibition above about 60%
VIM-2 inh: inhibitors of Pseudomonas aeruginosa VIM-2 metallo-beta-lactamase; purified VIM-2, nitrocefin hydrolysis, epi-absorbance fluorescence; inhibition, % at 5.6 µM; actives 0.89% (n = 290,000);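 active = inhibition above the mean of all tested compounds plus 3 SD, cutoff set per screening run, cut at about 7.5% in these data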;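 also: red hydrolysis product quenches plate fluorescence so inhibitors raise well fluorescence; 0% = enzyme with DMSO and 100% = DMSO without enzyme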
GalR3 antagonist: antagonists of human GalR3; O60755; inhibition, % at 3 µM; actives 0.44% (n = 360,000); AID 651719; HEK293 GalR3-CNG cAMP membrane potential fluorescence; galR3 body fused to GalR1 C-terminus;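 active = inhibition above the screen-wide average plus 3 SD, cut at about 13% in these data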;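 also: forskolin and galanin both at EC90 stimulate the cells; cAMP rise reported by CNG channel membrane potential dye signal; 0% = forskolin plus galanin with DMSO and 100% = forskolin alone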
Target sequence (O60755 1-299 limits assumed): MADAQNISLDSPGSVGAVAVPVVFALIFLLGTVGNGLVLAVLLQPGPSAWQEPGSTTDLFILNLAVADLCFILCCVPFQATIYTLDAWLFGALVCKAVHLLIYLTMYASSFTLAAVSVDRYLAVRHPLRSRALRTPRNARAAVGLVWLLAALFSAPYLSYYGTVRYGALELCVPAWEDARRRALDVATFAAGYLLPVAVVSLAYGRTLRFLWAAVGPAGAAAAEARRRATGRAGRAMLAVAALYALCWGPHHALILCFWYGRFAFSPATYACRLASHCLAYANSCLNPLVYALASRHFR
IMP-1 inhibitor: inhibitors of Pseudomonas aeruginosa IMP-1 metallo-beta-lactamase; AID 1556; inhibition, % at 5.6 µM; actives 0.45% (n = 290,000); purified IMP-1, nitrocefin hydrolysis, epi-absorbance fluorescence;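 active = inhibition above the mean plus 3 SD of all compounds in the same screening run, cut at about 4.5% in these data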;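 also: 0% = IMP-1 with DMSO and 100% = DMSO wells lacking enzyme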
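assay system = purified recombinant IMP-1 metallo-beta-lactamase enzyme | schedule = 15 min preincubation plus 25 min reaction at 25 °C | signal = Epi-absorbance fluorescence, 480 nm excitation, 530 nm emission | read-out basis = percent inhibition from optical density relative to buffer-blank wells | controls = IMP-1 with DMSO as 0%, enzyme-free DMSO as 100%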
GPR7 antagonist: human neuropeptides B/W receptor 1 antagonism | inhibition, % at 4.4 µM | GPR7-expressing cells, fluorescence antagonist assay | actives 1.1% (n = 290,000); in the data active = inhibition above about 16%, passing the limit was not always enough;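 also: cells stimulated with the agonist NPW; 0% = agonist with vehicle and 100% = vehicle without agonist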
OXTR agonist: agonists of human oxytocin receptor | AID 2435 | CHO-OTR cells, Fluo-8 calcium fluorescence; normalized: DMSO 0%, oxytocin 100% | activation, % at 3 µM | P30559 | actives 0.32% (n = 320,000);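 active = activation above the mean of all tested compounds plus 3 SD, cutoff set per screening run, cut at about 20% in these data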;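 also: peak over basal fluorescence ratio from a 100 s FLIPR kinetic read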
Target sequence (P30559 whole entry, looked up): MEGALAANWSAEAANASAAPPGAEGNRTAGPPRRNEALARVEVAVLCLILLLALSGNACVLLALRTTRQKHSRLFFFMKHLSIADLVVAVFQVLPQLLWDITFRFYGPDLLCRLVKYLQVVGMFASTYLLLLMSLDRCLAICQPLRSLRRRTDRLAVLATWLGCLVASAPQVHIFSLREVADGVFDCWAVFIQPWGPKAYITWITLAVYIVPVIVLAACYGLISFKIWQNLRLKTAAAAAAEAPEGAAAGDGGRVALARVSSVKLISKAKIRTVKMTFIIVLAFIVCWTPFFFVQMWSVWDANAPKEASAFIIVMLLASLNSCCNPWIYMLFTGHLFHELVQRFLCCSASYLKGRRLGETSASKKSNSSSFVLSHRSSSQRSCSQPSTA
FID counter: displaces DNA intercalator in HCV helicase counter-screen. AID 1845. DNA fluorescent intercalator displacement, fluorescence. actives 0.17% (n = 290,000). inhibition, % at 7.9 µM; in the data active = inhibition above about 37%;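 also: 0% = vehicle and 100% = reference compound; higher means more ethidium bromide displaced from hairpin DNA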
V1R ag counter: V1a receptor agonism, counter-screen for OXTR agonists | P37288 | CHO-V1R cells, Fluo-8 calcium fluorescence, agonist mode; 0% DMSO, 100% 3 nM vasopressin | activation, % at 3 µM | actives 0.25% (n = 320,000);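 active = activation above the mean activation of all tested compounds plus 3 SD, per screening run, cut at about 20% in these data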;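 also: signal is peak over basal fluorescence ratio across a 100 second FLIPR read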
Target sequence (P37288 whole entry, looked up): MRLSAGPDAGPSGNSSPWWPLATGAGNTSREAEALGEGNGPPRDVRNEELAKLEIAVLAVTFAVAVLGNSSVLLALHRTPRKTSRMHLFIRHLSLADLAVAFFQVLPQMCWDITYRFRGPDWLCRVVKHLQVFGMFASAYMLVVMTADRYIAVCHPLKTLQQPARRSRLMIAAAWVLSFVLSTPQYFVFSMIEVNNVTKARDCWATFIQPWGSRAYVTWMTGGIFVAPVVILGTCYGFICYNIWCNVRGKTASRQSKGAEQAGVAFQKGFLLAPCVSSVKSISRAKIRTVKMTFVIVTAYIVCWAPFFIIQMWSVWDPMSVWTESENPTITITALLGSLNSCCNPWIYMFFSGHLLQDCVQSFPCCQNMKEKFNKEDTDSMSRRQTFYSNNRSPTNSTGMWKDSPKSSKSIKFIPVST
NS3 helicase inh: HCV NS3 helicase inhibition; NS3 helicase DNA unwinding, Cy5 molecular beacon fluorescence; inhibition, % at 10.9 µM; actives 0.56% (n = 290,000); AID 1800;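 active = inhibition above the mean of all tested compounds plus 3 SD, set per campaign, cut at about 35% in these data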;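 also: 0% = DMSO wells and 100% = thioflavine S control wells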
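Test system: hepatitis C virus NS3 helicase domain fragment enzyme. Also added: annealed dual-labelled DNA beacon duplex, ATP-started. Timing: 60 min unwinding reaction at 25 °C after ATP addition. Technique: Cy5 fluorescence. Measure: % inhibition of unwinding.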
An asterisk follows results filed as active.

How did Cc1cc(C)n2cc(CSCc3ccccc3)nc2n1 do in these assays?
PHOSPHO1 inh: -1.3; VIM-2 inh: 1.9; GalR3 antagonist: -4.5; IMP-1 inhibitor: -2.6; GPR7 antagonist: -10.8; OXTR agonist: -1.4; FID counter: -8.6; V1R ag counter: -0.1; NS3 helicase inh: 8.8

How did O=C(Nc1ccc(F)cc1)N(CCCN1CCOCC1)Cc1cc2cc3c(cc2[nH]c1=O)OCCO3 do in these assays?
PHOSPHO1 inh: 14.4; VIM-2 inh: 5.9; GalR3 antagonist: -2.0; IMP-1 inhibitor: 1.9; GPR7 antagonist: 9.0; OXTR agonist: -1.7; FID counter: 16.7; V1R ag counter: -0.3; NS3 helicase inh: -22.1

What do the screens show for `NS(=O)(=O)c1ccc(NC(=O)CCC(=O)c2cccs2)cc1`?
PHOSPHO1 inh: -3.4; VIM-2 inh: 0.1; GalR3 antagonist: -7.6; IMP-1 inhibitor: 1.5; GPR7 antagonist: 20.1; OXTR agonist: -0.9; FID counter: 1.0; V1R ag counter: 0.4; NS3 helicase inh: 5.7

What do the screens show for `CCOC(=O)N1CCN(C(=O)CS(=O)(=O)Cc2nc(-c3ccccc3C)oc2C)CC1`?
PHOSPHO1 inh: 22.9; VIM-2 inh: -3.6; IMP-1 inhibitor: 1.3; GPR7 antagonist: -3.0; OXTR agonist: 5.3; FID counter: -37.0; V1R ag counter: 5.0; NS3 helicase inh: 12.0

What do the screens show for `O=C(NC1CCCCC1)C(c1ccc(Cl)cc1)N(C(=O)c1cnccn1)c1ccc2c(c1)OCO2` (stereo not given)?
PHOSPHO1 inh: 10.4; VIM-2 inh: -3.9; GalR3 antagonist: 0.7; IMP-1 inhibitor: -1.7; GPR7 antagonist: -6.7; OXTR agonist: -1.5; FID counter: -3.6; V1R ag counter: -0.9; NS3 helicase inh: 7.5

How did O=C(N/N=C/c1cc(Br)cc(Br)c1O)c1cccc(N2CCCC2=O)c1 do in these assays?
PHOSPHO1 inh: 36.3; VIM-2 inh: -3.0; GalR3 antagonist: 4.4; IMP-1 inhibitor: -1.8; GPR7 antagonist: -1.7; OXTR agonist: -0.1; FID counter: -5.6; V1R ag counter: 1.8; NS3 helicase inh: 1.9

Results for O=C(NCc1ccco1)c1cc(=O)c2ccccc2o1 ?
PHOSPHO1 inh: 21.0; VIM-2 inh: 0.3; GalR3 antagonist: -5.3; IMP-1 inhibitor: -1.1; GPR7 antagonist: 1.5; OXTR agonist: 0.2; FID counter: -1.7; V1R ag counter: 1.1; NS3 helicase inh: 3.8

Results for O=C(Cn1ccc([N+](=O)[O-])n1)NCc1cccnc1 ?
PHOSPHO1 inh: 13.2; VIM-2 inh: -3.0; GalR3 antagonist: -3.4; IMP-1 inhibitor: -2.4; GPR7 antagonist: -14.9; OXTR agonist: 0.5; FID counter: 1.6; V1R ag counter: 0.2; NS3 helicase inh: 7.6

How did CCNc1nc(N)nc(Oc2ccc(OCCOc3ccc(Cl)cc3Cl)nn2)n1 do in these assays?
PHOSPHO1 inh: 32.2; VIM-2 inh: -4.3; GalR3 antagonist: -7.1; IMP-1 inhibitor: -3.5; GPR7 antagonist: 13.8; OXTR agonist: 1.2; FID counter: -21.8; V1R ag counter: 2.0; NS3 helicase inh: -8.3

What do the screens show for `O=C(COC(=O)/C=C/c1ccccc1[N+](=O)[O-])NCC(F)(F)F`?
PHOSPHO1 inh: -7.7; VIM-2 inh: -2.5; GalR3 antagonist: -3.7; IMP-1 inhibitor: -3.0; GPR7 antagonist: 5.5; OXTR agonist: 0.8; FID counter: -1.7; V1R ag counter: 1.2; NS3 helicase inh: 1.8

What do the screens show for `CCN(CCCc1ccccc1)CCCc1ccccc1`?
PHOSPHO1 inh: 8.4; VIM-2 inh: -1.7; GalR3 antagonist: -2.0; IMP-1 inhibitor: -2.7; GPR7 antagonist: -0.2; OXTR agonist: 1.4; FID counter: 8.7; V1R ag counter: 2.1; NS3 helicase inh: -12.5

What do the screens show for `C=CCOc1ccc(Br)cc1/C=C1/SC(=Nc2ccc(C(=O)O)cc2)NC1=O`?
PHOSPHO1 inh: 41.7; VIM-2 inh: 2.1; GalR3 antagonist: -9.0; IMP-1 inhibitor: -2.2; GPR7 antagonist: -16.6; FID counter: -5.0; NS3 helicase inh: 16.7

How did Cc1csc(NC(=O)c2cc(C)oc2C)n1 do in these assays?
PHOSPHO1 inh: 15.9; VIM-2 inh: -1.3; GalR3 antagonist: 2.1; IMP-1 inhibitor: 0.0; GPR7 antagonist: 6.2; OXTR agonist: -0.8; FID counter: -4.9; V1R ag counter: 1.0; NS3 helicase inh: -1.4

Results for COc1ccccc1CC(NC(C)=O)C(=O)NC1CCN(C(=O)Nc2cccc(F)c2)CC1 (stereo not given) ?
PHOSPHO1 inh: 30.7; VIM-2 inh: -3.5; GalR3 antagonist: -9.1; IMP-1 inhibitor: -1.7; GPR7 antagonist: -3.0; FID counter: -22.9; NS3 helicase inh: -6.9

What do the screens show for `CCOc1cc(CNC(C)(C)CO)cc(Br)c1OCc1ccc(Cl)cc1Cl`?
PHOSPHO1 inh: -0.1; VIM-2 inh: 0.2; GalR3 antagonist: -7.4; IMP-1 inhibitor: -0.9; GPR7 antagonist: 45.6*; OXTR agonist: 10.3; FID counter: 38.2*; V1R ag counter: 7.5; NS3 helicase inh: -39.9

Results for Cc1c(Cl)cccc1NC(=O)NCc1ccncc1 ?
PHOSPHO1 inh: 32.3; VIM-2 inh: -3.4; GalR3 antagonist: -6.2; IMP-1 inhibitor: -3.9; GPR7 antagonist: -13.5; OXTR agonist: -0.5; FID counter: -0.9; V1R ag counter: -0.5; NS3 helicase inh: 1.8

How did Cc1ccc(-c2ccc(=O)n(Cc3cccc(Br)c3)n2)cc1 do in these assays?
PHOSPHO1 inh: 38.1; VIM-2 inh: 0.9; GalR3 antagonist: -9.2; IMP-1 inhibitor: 0.6; GPR7 antagonist: 22.7; OXTR agonist: -0.3; FID counter: -26.6; V1R ag counter: 1.0; NS3 helicase inh: -5.7

What do the screens show for `CCN(C(=O)COC(=O)/C=C/c1cnc2ccccc2n1)c1ccccc1`?
PHOSPHO1 inh: 20.5; VIM-2 inh: -0.7; GalR3 antagonist: -7.9; IMP-1 inhibitor: -4.3; GPR7 antagonist: -6.5; OXTR agonist: -0.7; FID counter: -9.6; V1R ag counter: 4.3; NS3 helicase inh: 2.3

What do the screens show for `CCCC(=O)Nc1ccc(-c2nc3cc(C)c(C)cc3o2)cc1`?
PHOSPHO1 inh: -2.3; VIM-2 inh: -3.0; GalR3 antagonist: -7.7; IMP-1 inhibitor: -0.6; GPR7 antagonist: -7.3; OXTR agonist: 1.2; FID counter: -3.0; V1R ag counter: 1.1; NS3 helicase inh: 11.0

What do the screens show for `Cc1ccc[n+](C(C)C(=O)c2ccc(-c3ccccc3)cc2)c1` (stereo not given)?
PHOSPHO1 inh: -1.5; VIM-2 inh: -1.8; GalR3 antagonist: -6.7; IMP-1 inhibitor: -2.2; GPR7 antagonist: -0.1; OXTR agonist: 1.2; FID counter: 7.5; V1R ag counter: 1.1; NS3 helicase inh: -11.4

Results for CCOc1ccc(C2C(C(=O)C3CC3)N3C=C(C#N)C=CC3C2(C#N)C#N)cc1 (stereo not given) ?
PHOSPHO1 inh: 30.3; VIM-2 inh: -1.8; GalR3 antagonist: -0.6; IMP-1 inhibitor: -2.1; GPR7 antagonist: 0.8; OXTR agonist: 1.8; FID counter: -11.0; V1R ag counter: 2.4; NS3 helicase inh: 10.7

Results for CCN(C(=O)CSc1nnc(-c2ccncc2)n1Cc1ccccc1)C1CCS(=O)(=O)C1 (stereo not given) ?
PHOSPHO1 inh: 19.2; VIM-2 inh: -1.8; GalR3 antagonist: -4.5; IMP-1 inhibitor: -0.8; GPR7 antagonist: -6.2; OXTR agonist: 0.1; FID counter: -15.2; V1R ag counter: 2.0; NS3 helicase inh: -8.9

How did COc1ccc(-c2nnc(SC(C)C(=O)Nc3nccs3)n2Cc2ccccc2)cc1OC (stereo not given) do in these assays?
PHOSPHO1 inh: 42.3; VIM-2 inh: -1.4; GalR3 antagonist: -1.4; IMP-1 inhibitor: -2.0; GPR7 antagonist: -5.2; OXTR agonist: -0.5; FID counter: -41.2; V1R ag counter: -0.2; NS3 helicase inh: -0.5

How did O=c1oc2cc(OCCO)ccc2c2c1CCCC2 do in these assays?
VIM-2 inh: 4.5; GalR3 antagonist: -1.1; IMP-1 inhibitor: 0.1; GPR7 antagonist: 8.5; OXTR agonist: 0.5; FID counter: -5.2; V1R ag counter: 0.9; NS3 helicase inh: -0.7

Retrieved by structure from above (two):
What do the screens show for `Cc1ccc[n+](C(C)C(=O)c2ccc(-c3ccccc3)cc2)c1` (stereo not given)?
PHOSPHO1 inh: -1.5; VIM-2 inh: -1.8; GalR3 antagonist: -6.7; IMP-1 inhibitor: -2.2; GPR7 antagonist: -0.1; OXTR agonist: 1.2; FID counter: 7.5; V1R ag counter: 1.1; NS3 helicase inh: -11.4

What do the screens show for `CCN(CCCc1ccccc1)CCCc1ccccc1`?
PHOSPHO1 inh: 8.4; VIM-2 inh: -1.7; GalR3 antagonist: -2.0; IMP-1 inhibitor: -2.7; GPR7 antagonist: -0.2; OXTR agonist: 1.4; FID counter: 8.7; V1R ag counter: 2.1; NS3 helicase inh: -12.5

Carrying on.
What do the screens show for `CC(=O)N1N=C(c2cccs2)CC1c1cccs1` (stereo not given)?
PHOSPHO1 inh: 14.6; VIM-2 inh: -0.1; GalR3 antagonist: -8.0; IMP-1 inhibitor: -5.9; GPR7 antagonist: 0.6; OXTR agonist: -2.2; FID counter: -12.5; V1R ag counter: -0.6; NS3 helicase inh: -1.1

What do the screens show for `CCc1nc2ccccc2c(C(=O)OCC(=O)NCCCN2CCCC2=O)c1C`?
PHOSPHO1 inh: 18.2; VIM-2 inh: -1.6; GalR3 antagonist: -1.3; IMP-1 inhibitor: -3.3; GPR7 antagonist: -7.5; OXTR agonist: -1.0; FID counter: -13.9; V1R ag counter: -0.5; NS3 helicase inh: -6.7

What do the screens show for `CCc1ccc(NC(=O)C/C(C)=N/NC(=O)COc2ccccc2C)cc1`?
PHOSPHO1 inh: 23.3; VIM-2 inh: -2.9; GalR3 antagonist: -9.7; IMP-1 inhibitor: -4.7; GPR7 antagonist: -3.0; OXTR agonist: -1.2; FID counter: -28.1; V1R ag counter: 0.1; NS3 helicase inh: -6.5

How did Cc1ccc(C(=O)NC2CCN(C(=O)Nc3ccccc3)CC2)cc1 do in these assays?
PHOSPHO1 inh: 26.6; VIM-2 inh: -1.8; GalR3 antagonist: 9.4; IMP-1 inhibitor: -0.8; GPR7 antagonist: -10.8; OXTR agonist: 0.0; FID counter: -10.2; V1R ag counter: 0.3; NS3 helicase inh: -0.1

How did COC(OC)c1ccnc(-c2ccc(OC(=O)c3cccs3)cc2)n1 do in these assays?
PHOSPHO1 inh: 31.7; VIM-2 inh: -2.8; GalR3 antagonist: 16.9*; IMP-1 inhibitor: -3.1; GPR7 antagonist: -8.8; OXTR agonist: -0.6; FID counter: -15.2; V1R ag counter: 0.7; NS3 helicase inh: -15.8

What do the screens show for `O=C(c1ccc(S(=O)(=O)c2ccccc2Cl)c([N+](=O)[O-])c1)N1CCCCCC1`?
PHOSPHO1 inh: -2.4; VIM-2 inh: -1.4; GalR3 antagonist: 0.5; IMP-1 inhibitor: -1.8; GPR7 antagonist: -0.4; OXTR agonist: 14.3; FID counter: -15.1; V1R ag counter: 7.5; NS3 helicase inh: -20.6
